NR2E3 ag-1 – inhibitors of NR2E3-RetCOR corepressor binding, primary screen, NR2E3 agonist project, biochemical, TR-FRET, GST-NR2E3, biotin-RetCOR; inhibition of corepressor binding, % at 4.78 µM; AID 2300, 2010; 1536-well; Photoreceptor-specific nuclear receptor (Homo sapiens), Q9Y5X4; 320,000 compounds, 0.12% hits;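 active = percent inhibition above the cutoff of mean plus 3 SD of all tested compounds, set per screening campaign, cut at about 20% in these data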;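 note: 0% = DMSO wells and 100% = biotin wells as full block of FRET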
Target sequence (Q9Y5X4 whole entry, looked up): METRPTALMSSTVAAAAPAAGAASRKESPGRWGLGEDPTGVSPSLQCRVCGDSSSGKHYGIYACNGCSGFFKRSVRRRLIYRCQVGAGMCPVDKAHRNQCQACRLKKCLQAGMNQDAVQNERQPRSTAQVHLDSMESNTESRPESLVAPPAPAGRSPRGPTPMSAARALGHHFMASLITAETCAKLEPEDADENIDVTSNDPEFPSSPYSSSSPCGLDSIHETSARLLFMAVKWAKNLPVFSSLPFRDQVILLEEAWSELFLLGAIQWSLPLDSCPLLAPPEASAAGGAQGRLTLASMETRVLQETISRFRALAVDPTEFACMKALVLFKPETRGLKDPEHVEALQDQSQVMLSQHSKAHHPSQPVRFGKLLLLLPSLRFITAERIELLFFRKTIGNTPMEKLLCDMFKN
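System: GST-tagged NR2E3 plus biotinylated RetCOR corepressor; Amount: 1.35 nM GST-tagged NR2E3 final; Dosing: single nominal compound dose of 4.8 µM; Schedule: 5 h incubation at 4 °C; Technique: TR-FRET with europium anti-GST and streptavidin-D2, 340 nm excitation; Controls: biotin wells as high control, 0.6% DMSO wells as low control.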
aDG glyco act – activators of alpha-DG glycosylation, primary screen, uHTS, Pro5-aDG cells, AlphaScreen; alpha-DG glycosylation AlphaScreen (IIH6); 0% Pro5, 100% B10-LARGE cell signal; activation, % at 10 µM; 360,000 compounds, 0.22% hits; AID 624168, 2012;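 active = activation of at least 8% versus controls, or a plate z-score of at least 8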;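 note: Pro5 are CHO cells carrying HIG-tagged alpha-DG that lacks glycosylation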
Exocytosis inh – LAMP-1 surface exposure blockers, TALL-104 cells – cell-based, flow cytometry, MLPCN library, primary screen; TALL-104 LAMP-1 surface exposure; cells stimulated with thapsigargin and PMA; 360,000 compounds, 0.66% hits; inhibition, % at 10 µM;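 active = inhibition above about 55%, limit read from the data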
Peg3 prom inh – Peg3 promoter-driven luciferase inhibitors, primary screen, cell-based, HeLa, luciferase luminescence; HeLa PEG-Prom luciferase reporter, overnight; inhibition, % at 20 µM; 360,000 compounds, 1.7% hits; AID 588405, 2011;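 active = inhibition of at least 50% at 20 µM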
HIF-2a inh – HIF-2a reporter inhibitors, primary screen, luminescence, 786-0 RCC cells; 786-0 RCC cells HIF-2a reporter, luciferase luminescence, overnight; inhibition, % at 18.8 µM; 360,000 compounds, 0.72% hits; AID 624352, 2012;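 active = inhibition of the luminescence signal of 40% or more relative to plate controls, in a single-dose primary screen at 18.75 µM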
hiPSC survival – enhancers of single-cell hiPSC survival, primary screen, ATPlite luminescence | 100% = ROCK inhibitor wells, 0% = DMSO | survival enhancement, % at 20 µM | AID 602274, 2012 | 360,000 compounds, 0.044% hits; in the data active = survival enhancement above about 18%;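 note: cells exposed to compounds for 16 hours before the ATP read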
CaV13 FRET inh – Primary screen for inhibitors of IQ motif and Ca2+-dependent inactivation inhibitor domain binding in CACNA1D, Förster resonance energy transfer in living cells, …; HEK cells, CFP/YFP FRET ICDI-IQ, plate reader, 10 min; percent FRET-ratio fall versus neutral wells; 340,000 compounds, 0.098% hits; inhibition, % at 12.3 µM;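 active = mean replicate inhibition of at least 30% and at least 1% of replicates passing that level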;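 note: 0% = median of the neutral control wells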
NR2E3 ag-2 – NR2E3 agonists in two-hybrid cells, primary screen, cell-based, luminescence, CHO-S, Gal4-NCOR/VP16-NR2E3; 360,000 compounds, 0.35% hits; AID 602229, 2012; inhibition of corepressor binding, % at 3.98 µM; Photoreceptor-specific nuclear receptor (Homo sapiens), Q9Y5X4; luciferase;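 active = inhibition above the mean of all tested compounds plus 3 SD, cut at about 70% in these data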;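 note: 0% = DMSO with NR2E3 transfected cells and 100% = cells lacking NR2E3 construct; higher means lower luciferase signal from less NR2E3 corepressor binding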
TRPM1 prom inh – inhibitors of MITF-dependent TRPM1 promoter reporter, primary screen, cell-based, SK-MEL-5, single point, luciferase; SK-MEL-5 TRPM1 promoter luciferase, 24 h; inhibition, % at 12.5 µM; 330,000 compounds, 0.83% hits;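 active = mean inhibition across replicates of 60% or more, whatever share of single replicates reaches that level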; note: values of inactives mirror those of a sister screen read the other way
PDI turbidity – inhibitors of human PDI, primary screen, biochemical, turbidity, single point, plate reader | PDI insulin aggregation turbidity, A650, 90 min | Protein disulfide-isomerase (Homo sapiens), P07237 | inhibition, % at 10 µM | 350,000 compounds, 0.052% hits;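 active = mean inhibition across replicates of 30% or more, whatever share of single replicates reach that level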;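 note: absorbance from insulin aggregation driven by PDI reduction with DTT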
Target sequence (P07237 whole entry, looked up): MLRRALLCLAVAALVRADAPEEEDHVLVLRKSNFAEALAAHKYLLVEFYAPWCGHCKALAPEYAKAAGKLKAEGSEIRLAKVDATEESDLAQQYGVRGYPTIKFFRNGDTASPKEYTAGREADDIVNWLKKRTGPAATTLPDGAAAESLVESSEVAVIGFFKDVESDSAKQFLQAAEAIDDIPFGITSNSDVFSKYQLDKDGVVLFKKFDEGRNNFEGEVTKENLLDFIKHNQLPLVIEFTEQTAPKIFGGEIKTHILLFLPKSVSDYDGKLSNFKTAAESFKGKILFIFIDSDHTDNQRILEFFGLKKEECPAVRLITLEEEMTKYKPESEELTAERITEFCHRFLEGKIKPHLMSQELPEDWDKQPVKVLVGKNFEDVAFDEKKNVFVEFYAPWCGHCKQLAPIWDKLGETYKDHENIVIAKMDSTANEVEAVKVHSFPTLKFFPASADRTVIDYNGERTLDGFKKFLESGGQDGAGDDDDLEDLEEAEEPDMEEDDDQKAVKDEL
Vif imaging – HIV Vif self-association inhibitors, primary screen, imaging, HEK293T, single point; 340,000 compounds, 0.35% hits; HEK293T cells, Vif self-association by quenched fluorescence, 24 h; inhibition, % at 7.49 µM; AID 602346, 2012; in the data active = inhibition above about 50%, passing the limit was not always enough; note: some results filed as inactive read as strong as hits
The depositor's hits bear a star; x = no result given; & = joins results of further samples.

SMILES | NR2E3 ag-1 | aDG glyco act | Exocytosis inh | Peg3 prom inh | HIF-2a inh | hiPSC survival | CaV13 FRET inh | NR2E3 ag-2 | TRPM1 prom inh | PDI turbidity | Vif imaging
COc1ccc(CCc2ccc3cc(OC)ccc3n2)cc1 | x | 0.3 | 7 | -128 | -148 | 1.9 | -7 | -31 | 5 | -7 | -12
CC1=C(C(=O)OCc2ccccc2)C(c2ccc3c(c2)OCO3)NC(=O)N1CCCC(=O)O (stereo not given) | 5 | -0.4 | 0 | 20 | 15 | 4.6 | -5 | -5 | 4 | 12 | -4
CCOc1ccc(C(=O)NCC(c2cccs2)N(C)C)cc1 (stereo not given) | 3 | 0.0 | -2 | -21 | -25 | 2.4 | 3 | -22 | -16 | 5 | x
O=C(NNC1=Nc2cccc3cccc1c23)c1ccccc1Br | -7 | 0.1 | -3 | 12 | 2 | -1.7 | -4 | -4 | -13 | -3 | -6
N#CC(C#N)=C1NC(N)=C(C#N)C(c2ccccc2)=C1C#N | 48* | 0.1 | -3 | 11 | 9 | 0.8 | -5 | -42 | 28 | 3 | 10
Cc1ccc(C(O)c2ncc(-c3ccc4ccccc4c3)[nH]2)cc1 (stereo not given) | x | 0.1 | -5 | -231 | -220 | -2.3 | -9 | -48 | x | -3 | -6
CCCCn1nc(C(=O)NC2CCCCC2)c2ccccc2c1=O | x | -0.1 | 2 | 13 | 5 | 5.9 | -16 | -5 | x | -1 | x
O=C(NCCCN1CCCC1)c1ccc(CS(=O)(=O)c2c(Cl)cccc2Cl)o1 | 0 | -0.2 | -3 | -7 | -6 | -0.5 | -15 | -8 | -4 | -6 | 7
Cc1cc(-c2ccccc2)c2c3c(cn2n1)c(=O)n(C)c(=O)n3C | 1 | -0.3 | -2 | 20 | 25 | -3.3 | -4 | -36 | 9 | 2 | -1
Cc1cn(-c2cc(C(=O)Nc3ccc(C)c(NC(=O)N4CCNC4=O)c3)cc(C(F)(F)F)c2)cn1 | 1 | 0.0&-0.1 | -8&17 | 8&9 | 9&7 | 0.7&-2.0 | -2&0 | 3&6 | 1 | -5&-4 | -1
CCOC(=O)c1sc(NC(=O)CSC(=S)N2CCOCC2)nc1C | -7 | 0.0 | -6 | 10 | 13 | 0.0 | -13 | 13 | 11 | -2 | -3
CC(=O)c1c(C)[nH]c(=S)c(C#N)c1-c1ccc(F)cc1 | 3 | 0.0 | -7 | 9 | 16 | 1.1 | -5 | -13 | 0 | -3 | -2
Cc1ccc(CN(C)C[C@@H]2OCc3cnnn3CCCC(=O)N([C@@H](C)CO)C[C@H]2C)cc1 | x | 0.8 | -4 | 6 | 5 | -3.1 | -4 | -3 | x | -4 | -13
Cc1cc(OC(=O)c2ccc(OC(C)C)cc2)c([N+](=O)[O-])c(=O)[nH]1 | 2 | 0.0 | 26 | -2 | -2 | -0.6 | -3 | 7 | -11 | -1 | -2
C/C(=N\NC(=O)c1ccco1)c1ccc(C(=O)O)s1 | -2 | 0.0 | 2 | 2 | 5 | 0.0 | x | -82 | 4 | 13 | x
Nc1nc(=O)n(C2OC(CO)C(O)C2O)cc1F (stereo not given) | x | -0.3 | -2 | 35 | 10 | 0.3 | -5 | 7 | x | x | x
COc1ccc(NC(=O)CCC(=O)N/N=C/c2ccc([N+](=O)[O-])s2)cc1 | 0 | 3.3 | 0 | 19 | 0 | 1.6 | -8 | 2 | 72* | -17 | -8
O=C(Nc1ccnn1C1CCN(Cc2ccc(CO)o2)CC1)c1ccccc1 | 4 | -0.2 | 6 | -4 | 15 | 2.8 | -5 | -14 | 3 | -3 | 1
COc1cc(C2C(C#N)=C(C)NC3=C2C(=O)CC(C)(C)C3)ccc1O (stereo not given) | 3 | -0.3 | 0 | 9 | 19 | 2.5 | x | 6 | -6 | 8 | 6
COc1cccc(C(=O)Nc2nnc(C3CCCO3)s2)c1 (stereo not given) | -1 | -0.1 | -2 | -244 | -175 | 0.9 | -5 | -87 | -62 | 2 | -2
CCOc1cc(C(=O)CCC(=O)OCC(=O)NC(=O)NCC(C)C)ccc1O | 1 | -0.1 | -1 | 0 | 13 | 0.0 | 9 | -1 | -3 | -2 | 16
CC(=O)N1CCC2(CC1)NC(=O)N(c1ccccc1)N2 | -1 | 0.0 | -1 | -1 | 17 | 0.0 | -2 | -52 | 0 | -2 | -9
Cc1ccc(-n2c(N)cc(=O)nc2SCC(=O)NC2CCCCC2)cc1C | 1 | 1.3 | 3 | 10 | 7 | -0.3 | -6 | -9 | 0 | 13 | 5
O=[N+]([O-])c1cc(/C=N/Nc2nc(N3CCOCC3)nc(N3CCOCC3)n2)ccc1Cl | 4 | 0.1 | 1 | -8 | 16 | -0.5 | -7 | 11 | -11 | 16 | 1
S=C(NCc1ccccc1)Nc1cccc2cnccc12 | -1 | 1.7 | -1 | 30 | 13 | 0.4 | -7 | 66 | 7 | -2 | -8
CCCS(=O)(=O)N1CCN(C2Cc3ccccc3C2)CC1 | 1 | 0.2 | 0 | 8 | 4 | 0.5 | -6 | 1 | 2 | 0 | -6
Cc1ccc(/C=N\NC(=O)c2cncc(Br)c2)o1 | -1 | -0.3 | 3 | 17 | 21 | -0.6 | 5 | -8 | 28 | 10 | -2
Cc1ccccc1OCC(O)CN (stereo not given) | -1 | -0.1 | -1 | 2 | 15 | 1.7 | x | 1 | 8 | 9 | 3
S=c1nc[nH]c2c1sc1nc(N3CCOCC3)c3c(c12)CCCC3 | 5 | -0.3 | -2 | 6 | -3 | 1.2 | -2 | -2 | -7 | 9 | 6
CN(CCOc1ccccc1)CCOc1ccccc1 | 0 | 0.0 | -8 | -6 | -19 | 0.0 | -2 | -8 | -5 | 5 | 7

Structures above printed as active in TRPM1 prom inh:
SMILES	NR2E3 ag-1	aDG glyco act	Exocytosis inh	Peg3 prom inh	HIF-2a inh	CaV13 FRET inh	NR2E3 ag-2	TRPM1 prom inh	PDI turbidity	Vif imaging
COc1ccc(NC(=O)CCC(=O)N/N=C/c2ccc([N+](=O)[O-])s2)cc1	0	3.3	0	19	0	-8	2	72*	-17	-8

Later entries
SMILES | NR2E3 ag-1 | aDG glyco act | Exocytosis inh | Peg3 prom inh | HIF-2a inh | hiPSC survival | CaV13 FRET inh | NR2E3 ag-2 | TRPM1 prom inh | PDI turbidity | Vif imaging
CCCOC(=O)Cn1c(=O)c2cc3c(=O)n(CC(=O)OCCC)c(=O)c3cc2c1=O | x | -0.2 | 1 | -216 | -144 | -0.6 | x | -26 | -18 | 5 | 4
CCOC(=O)C1CCCN(C(=O)c2cn(C)c3ccc(S(=O)(=O)N4CCCC4)cc3c2=O)C1 (stereo not given) | 1 | -0.1 | 0 | 0 | 11 | -1.0 | -4 | -19 | -4 | 5 | -4
O=C(NCCC1=CCCCC1)c1cnsn1 | 2 | 0.1 | -4 | -99 | -144 | -1.7 | -1 | -49 | -66 | -11 | 1
C[C@H]1CN([C@@H](C)CO)C(=O)CCCn2cc(nn2)CO[C@@H]1CN(C)C(=O)Nc1cccc(Oc2ccccn2)c1 | x | 0.4 | 7 | 10 | 2 | -0.1 | -6 | -8 | x | -4 | x
COc1cccc(/C=C/C(=O)OCCN2C(=O)c3ccccc3C2=O)c1 | -4 | 0.0 | -11 | -1 | -2 | -0.5 | -18 | -40 | -17 | 1 | -6
CCOC(=O)CN(Cc1sccc1C)C(=O)Nc1ccc(OCC)cc1 | 2 | 0.0 | 0 | -8 | -9 | 2.2 | -7 | 1 | -10 | 6 | 0
COc1ccc(S(=O)(=O)N2CCOCC2)cc1NC(=O)C1CC1 | x | -0.1 | 0 | 13 | 8 | 2.8 | -11 | -9 | 3 | 3 | 0
Cc1ccc(S(=O)(=O)Nc2ccc(-c3csc(-c4ccccc4)n3)cc2)cc1 | 2 | -0.1 | 2 | -19 | -21 | 1.4 | -5 | -18 | -21 | 8 | 3
C#CCSc1nnnn1-c1ccc(Br)c(C)c1 | 1 | -0.1 | 2 | 24 | 13 | 0.3 | -5 | -15 | -7 | -5 | -3
N#Cc1ccc(C(=O)OCC(=O)Nc2ccc(S(N)(=O)=O)cc2)cc1 | 2 | -0.2 | 6 | 1 | 13 | 1.0 | -2 | 14 | 10 | 6 | 4
CCOC(=O)c1c(C)[nH]c(C(=O)OC/C(O)=C(\C#N)c2nc3ccccc3[nH]2)c1C | 0 | 0.0 | 0 | 15 | -9 | 0.5 | x | -20 | 13 | 7 | 4
Cc1ccc(S(=O)(=O)NCCC(=O)Nc2nnc(C)s2)cc1 | -1 | 0.0 | 1 | -19 | -1 | 0.4 | x | -1 | 12 | 9 | -10
COc1ccc(CCN2C(=NC(=O)C(C)C)SC3CS(=O)(=O)CC32)cc1OC (stereo not given) | -1 | 0.1 | -3 | 12 | 19 | 0.7 | -4 | -30 | 10 | 1 | -8
CCc1ccc(C(=O)COC(=O)c2cncc(Br)c2)cc1 | 0 | 0.3 | -1 | 4 | 26 | -0.8 | -5 | -15 | -3 | 4 | 1
CC(C)CN(C(=O)COC(=O)CCc1c[nH]c2ccccc12)c1c(N)n(Cc2ccccc2)c(=O)[nH]c1=O | 2 | 0.1 | 10 | 6 | 15 | -0.3 | -6 | -21 | 3 | -6 | 10
O=C(O)c1ccccc1C(=O)NNc1ccc(F)cc1F | -2 | -0.4 | -2 | 8 | 12 | -2.3 | -7 | -36 | 10 | -2 | -5
Cc1ccc(S(=O)(=O)N2Cc3ccccc3CC2C(N)=O)cc1 (stereo not given) | x | -0.3 | 1 | 2 | 13 | -0.4 | 2 | -16 | x | 2 | 2
O=C(Nc1ccc(-c2nc3ccccc3[nH]2)cc1)C1CCCO1 (stereo not given) | -1 | 0.0 | -4 | -50 | -71 | -6.3 | -7 | -118 | 7 | 3 | x
COCCn1c(SCC(=O)Nc2ccc(NC(C)=O)cc2)nc2c([nH]c3ccccc32)c1=O | 2 | 0.1 | 14 | -1 | 10 | 0.4 | -7 | -23 | 41 | 5 | x
Cc1ccc2nc(-c3ccccn3)cc(C(=O)Nc3ccc4c(c3)OCO4)c2c1 | 0 | -0.2 | -9 | -13 | -13 | -0.5 | 3 | 13 | 5 | 1 | 27
C=CC[C@H](CC(=O)NCCO)C(=O)N[C@H](COC(=O)[C@H](CC=C)CC(=O)OC(C)(C)C)Cc1c[nH]c2ccccc12 | x | -0.1 | -1 | 13 | 5 | -2.4 | -5 | -2 | -5 | 10 | -3

Source: PubChem
